Compound activity deposited in PubChem by NCI.
NCI-60 one-dose screen, 48 h, at 10 µM unless noted. Numbers give growth in % (100 = growth as untreated, 0 = no growth, -100 = all killed).
HL-60(TB) = HL-60(TB) leukemia cells; 9% of 78,000 active; active means growth percent below 10
* marks the source's active call; other numbers are inactive results; & = joins results of further samples. The list is partial; count on the stated rates, not on these rows.

# | Compound | HL-60(TB)
1 | COC(=O)C(C)C(=O)OC | 102
2 | Cc1cc(C(=O)Nc2ncc(Cc3cccc(C(F)(F)F)c3)s2)c2ccccc2n1 | -34*
3 | O=C(O)CC1C=CCCC1 (stereo unspecified) | 101
4 | CCC(CC)CC1(C)CC2(C)CCOC2OO1 (stereo unspecified) | 111
5 | Fc1cc2c(cc1Cl)N(c1ncnc3ccc(-c4cnc5[nH]ncc5c4)cc13)CC2 | 66
6 | CNC(=O)OCc1c(COC(=O)NC)c(-c2ccc(F)cc2)n2c1CCC2 | 36
7 | CCN(CC)c1ccc(C2CC(c3cc(OC)c(OC)c(OC)c3)=NN2)cc1 (stereo unspecified) | -35*
8 | CCCCOc1ccc(N)cn1 | 61
9 | CC1=C(C(=O)OCC(C)C)C(c2cccc(C#N)c2)C(C(=O)OCC(C)C)=C(C)N1 | 70
10 | N=C(N)c1ccc(-c2ccc(-c3ccc(F)cc3F)o2)nc1 | 98
11 | Cc1ccc(CN2C(=O)C3(NCCc4cc(O)ccc43)c3ccccc32)cc1 (stereo unspecified) | 108
12 | O=C(NCc1ccc(Cl)cc1)C1CN(c2ccc(Cl)cc2)N(c2ccc(Cl)cc2)C1=O (stereo unspecified) | 98
13 | C/C(=N\O)c1ccc(NC(=O)CSc2nnc(-c3ccccc3)n2-c2ccccc2)cc1 | 90
14 | CC(=O)C(C)(C)C | 101
15 | CN(C)C(CN)c1ccccc1 (stereo unspecified) | 86
16 | O=C1CCC(C(=O)N/N=C/c2ccc(CO)o2)N1 (stereo unspecified) | 100
17 | CN(C)c1ccc(/C=C/C(=O)c2ccc(Nc3nc(Nc4ccc(F)cc4)nc(Nc4ccc(Cl)cc4)n3)cc2)cc1 | -70*
18 | O=S(=O)(NCCCNc1nccc(-n2ccc3cccnc32)n1)c1ccc(F)cc1 | 104
19 | Cc1cccc(OC(=O)Nc2ccc(C(=O)O)c(O)c2)c1 | 106
20 | N#C/C(=C\c1ccc(-c2ccccc2)cc1)c1ccc(Cl)cc1 | 87
21 | COC(=O)C12CC(=O)OC1(c1ccccc1[N+](=O)[O-])N2 (stereo unspecified) | 76
22 | Cc1cc(=O)oc2cc(O)cc(OCc3ccccc3)c12 | 92
23 | CCOC(=O)C(Cl)CCl (stereo unspecified) | 89
24 | COc1ccc(-c2cnc(C(N)=O)c(=O)[nH]2)cc1 | 90
25 | CCCCCCCC[C@@H]1C=CC(=O)N1CCCCCCC(=O)OC | 97
26 | COc1ccccc1/C=C1/Sc2scc(CC(=O)Nc3ccccc3)[n+]2C1=O | 113
27 | ClC(Cl)C1=NC(c2ccccc2)=N[C@H]2CCC[C@@H]2N1c1ccccc1 | 84
28 | O=C(CC(=O)c1ccccc1F)Nc1ccc([N+](=O)[O-])cc1 | 98
29 | O=C(O)c1c[nH]c2cc(Cl)ccc2c1=O | 100
30 | CCOC(=O)c1c(C)nc2c(c1N)/C(=C/c1ccccc1[N+](=O)[O-])C(=O)N2Cc1ccc(OC)cc1 | 69
31 | C=C(C)[C@@H]1CC[C@]2(C(N)=O)CC[C@]3(C)[C@H](CC[C@@H]4[C@@]5(C)CC/C(=N\OCCC#N)C(C)(C)[C@@H]5CC[C@]43C)[C@@H]12 | 54
32 | CCOC(=O)C(CC(Nc1ccc(OC)cc1)c1ccccc1)[N+](=O)[O-] (stereo unspecified) | 98
33 | Oc1cccc2nc3ccccc3nc12 | 71
34 | C=CC(C)(C)[N+](C)(C)C | 102
35 | O=S(=O)(NCc1ccco1)c1ccc(F)cc1 | 106
36 | Cc1ccc2nc(Cl)c(-c3nc4ccccc4s3)cc2c1 | 98
37 | CN=C(N)N/N=C(\C)c1ccc2c(c1)Cc1ccccc1-2 | -50*
38 | C#CCOc1cc(N(CC)CC)ccc1C(C(=O)NC(C)(C)C)N(C(=O)C1CCc2cc(F)ccc2O1)c1ccc(F)cc1F (stereo unspecified) | 6.7*
39 | COc1ccc(C(O)c2cc3c(N)c(C(=O)Nc4cccc(Cl)c4)sc3nc2C)cc1 (stereo unspecified) | 0.3*
40 | N#C/C(=C\c1ccc2ccccc2c1)c1cc2ccccc2[nH]1 | 10
41 | COP(=O)(SC)N(C)C (stereo unspecified) | 106
42 | N#C/C(=C\c1ccc(C(F)(F)F)cc1)c1cc2ccccc2[nH]1 | 89
43 | COc1ccc(C(=O)/C=C/c2cc(F)cc(C(F)(F)F)c2)cc1S(N)(=O)=O | -4.6*
44 | O=c1[nH]nc(-c2ccccc2)c2sc(NC(=S)Nc3ccc(Cl)cc3)nc12 | 73
45 | C[C@]12CC[C@H](O)CC1=CCC1C2CC[C@]2(C)C(=O)CC[C@@H]12 (stereo partly specified) | 105
46 | COc1ccc(-c2c(C)noc2-c2ccc(O)cc2O)cc1 | 65
47 | c1ccc2cc(C[n+]3ccn(CCCCn4cc[n+](Cc5ccc6ccccc6c5)c4)c3)ccc2c1 | 98
48 | C[C@H]1COc2c(N3CCN(C)CC3)c(F)cc3c(=O)c(C(=O)NO)cn1c23 | 97
49 | Cc1ccc(SC2c3ccc(C)cc3Oc3nc(N)c(C#N)c(N)c32)cc1 (stereo unspecified) | -6.4*
50 | Nc1c(C(=O)Nc2ccccc2)oc2ncc(Cl)cc12 | 100
51 | O=C(CN1C(=O)/C(=C\c2ccccc2)SC1=S)Nc1ncc(Cc2ccccc2)s1 | 101
52 | Cc1ccc2c(ccc3ccccc32)n1 | 77&126
53 | COc1ccc(/C=N/NC(=O)c2cnn3c2NC(c2ccccc2)C3)cc1OC1CCCC1 (stereo unspecified) | 101
54 | CC1(C)OC(=O)N(CO)C1=O | 98
55 | Nc1ncnc2c1N=C(c1ccc3c(c1)OCO3)CC(c1cccc(Nc3ccnc4cc(Cl)ccc34)c1)N2 (stereo unspecified) | 38
56 | N#Cc1cnn(C(=O)c2ccccc2Br)c1NC(=O)c1cc(Cl)ccc1Cl | 86
57 | CC(=O)/C(=C\c1ccc(Cl)cc1)c1ccccc1 | -16*
58 | FC(F)=C(F)c1ccccc1 | 91
59 | CC(=O)Oc1ccc(OCc2ccccc2)c(OCc2ccccc2)c1 | 86
60 | O=Cc1c[nH]c2ccc(-c3csc4ccccc34)cc12 | 3.7*

(more compounds)
# | Compound | HL-60(TB)
61 | O=c1oc2ccccc2c(Cl)c1Cl | 41
62 | O=[N+]([O-])c1cccc(/C=N/Nc2nc(N/N=C/c3cccc([N+](=O)[O-])c3)nc(N3CCCCC3)n2)c1 | 57
63 | O=C(NCCNc1nccc(-c2c(-c3ccc(F)cc3)nc3sccn23)n1)c1cccc(C(F)(F)F)c1 | 84
64 | CC1(COc2ccc3ncc(C#Cc4cncc(C(=O)NCCn5ccnc5)c4)n3n2)COC1 | 119
65 | COC(=O)CC(=O)c1ccc(C)cc1 | 100
66 | N/N=C/c1cn(-c2ccc(C(=O)O)cc2)nc1-c1ccccc1 | 104
67 | Cc1nn(-c2ccc(Cl)cc2)c2nc(CN3CCN(c4cc5c(cc4F)c(=O)c(C(=O)O)cn5C4CC4)CC3)[nH]c(=O)c12 | 74
68 | CCOC(=O)C(C(=O)OCC)C(=O)c1cccc2c1ccc1ccccc12 | 109
69 | CCCCNC(=O)OCC(C)(CCC)COC(N)=O (stereo unspecified) | 106
70 | O=C1C=C(Cl)C(=O)C=C1Cl | 94
71 | Cc1cc2c(C(C)C)c(O)c(O)c(C=NCCCCCC(=O)NCc3ccccc3)c2c(O)c1-c1c(C)cc2c(C(C)C)c(O)c(O)c(C=NCCCCCC(=O)NCc3ccccc3)c2c1O | 56
72 | CCCCC(CC)(CO)CCC (stereo unspecified) | 97
73 | O=C(CSc1nc2ccccc2c(=O)n1-c1ccccc1)Nc1ccc(-c2nc3ccc([N+](=O)[O-])cc3[nH]2)cc1 | 89
74 | Cc1c(C(=O)NCCN2CCOCC2)cn2ncnc(Oc3ccc(NC(=O)NC4CC4)c(F)c3)c12 | 101
75 | OCCN1CCN(CCO)CC1 | 96&102&108
76 | COc1ccc(-c2cnc3c(-c4cccc5nn(C)cc45)cnn3c2)cc1 | 102
77 | O=C1[C@@H]2Cc3c([nH]c4ccccc34)[C@@H](c3ccc(Cl)cc3)N2C(=O)CN1C1CCN(Cc2c(Cl)cccc2Cl)CC1 | 61
78 | O=C(Nc1cccc(-n2cc(-c3ccncc3)c(-c3ccc(Cl)c(O)c3)n2)c1)c1ccccc1 | 167
79 | CC12CCC3c4ccc(OP(=O)(N5CC5)N5CC5)cc4CCC3C1CCC2=O (stereo unspecified) | 108
80 | CCOC(=O)C1=C(C)NC(SCc2nnc(-c3ccc(Cl)cc3)o2)=NC1c1ccc(Cl)cc1 (stereo unspecified) | 21
81 | CN[C@@H]1[C@@H](O[C@H]2O[C@H](CO)[C@@H](N)[C@H](O)[C@H]2O)O[C@H]2C[C@@H](N)[C@H](O[C@H]3[C@H](O)[C@@H](O)[C@H](N)C[C@@H]3N)O[C@@H]2[C@@H]1O | 103
82 | COc1cc(/C=C/C(=O)c2ccc(NC(=O)CSc3nnc(-c4c[nH]c5ccccc45)n3-c3ccccc3)cc2)cc(OC)c1OC | 39
83 | Oc1c(I)cc(I)cc1I | 105
84 | OC1CCN(CCCOc2c3ccc(Cl)cc3nc3c2oc2ccccc23)CC1 | -35*
85 | S=c1[nH]nc(Nc2cccnc2)n1-c1cccnc1 | 103
86 | CC(=O)N1c2c(C(=O)N3CCCCC3)cnn2CC1c1ccccc1 (stereo unspecified) | 105
87 | COc1cc(-c2nn(-c3cccc(NC(=O)NCCNC(=O)c4ccccc4)c3)cc2-c2ccncc2)ccc1Cl | -8.8*
88 | COc1ccc(-n2nc3c(c(C#N)c2=O)CC(c2ccc(Cl)cc2)C([N+](=O)[O-])=C3O)cc1 (stereo unspecified) | 99
89 | N#Cc1nc(-c2ccccc2)oc1N1CCN(c2ccccc2)CC1 | 114
90 | NS(=O)(=O)c1nnc(Nc2nc3ccccc3s2)s1 | 101
91 | O=C(CCCc1ccc([N+](=O)[O-])cc1)Nc1cccc(S(=O)(=O)F)c1 | 96
92 | CSc1nnc2c(=O)[nH]c(=O)n(C)c2n1 | 121
93 | N#Cc1c(-c2ccccc2)nc(SCC(=O)Nc2ccc(Cl)cc2)[nH]c1=O | 126
94 | COc1cc(NCC(=O)Nc2cc(Nc3cccc(Cl)c3)ncn2)c(Cl)c(OC)c1Cl | 94
95 | CCOC(=O)[C@@H](C)C[C@H](Cc1ccccc1)NC(=O)c1csc([C@@H](C[C@H](C(C)C)N(C)C(=O)[C@@H](NC(=O)[C@H]2CCCCN2C)C(C)(C)C)OC(C)=O)n1 | -33*
96 | COc1ccc(C2=NOC(CC(=O)N3CCNCC3)C2)cc1OC1CCCC1 (stereo unspecified) | 107
97 | Nc1nc(SCc2ccc([N+](=O)[O-])cc2)c2[nH]cnc2n1 | 69
98 | Cc1cc2c(C(=O)NCC#N)cccc2n1-c1nc2c(c(NCc3ccccc3)n1)CCCC2 | -23*
99 | NS(=O)(=O)c1ccc(Nc2nc3n[nH]c(Nc4cccc(Cl)c4)c3c(=O)[nH]2)cc1 | 96
100 | CCCCCCC1(C)OCC(C)(C)CO1 | 112
101 | O=C1C=CC(=O)N1c1cccc([N+](=O)[O-])c1 | 100
102 | O=C(CSc1nc(-c2ccc(Cl)cc2)cn1-c1ccc(Cl)cc1)c1ccc(-c2ccccc2)cc1 | 90
103 | O=C(Nc1ccc(Br)cc1)Nc1cccc(Cl)c1 | 85
104 | Cc1ccc(C(=O)c2ccc(CC(=O)N=Nc3c(O)[nH]c4ccc(OC(F)(F)F)cc34)n2C)cc1 | 95
105 | COc1ccc2c(c1)CC/C(=C\c1cccnc1)C2=O | 101
106 | CN(C)CCn1c(=O)c2ccccc2n2nc3ccccc3c12 | 70
107 | CCOC(=O)c1cnc2ccc(OC)cc2c1Nc1cccc(S(N)(=O)=O)c1 | 124
108 | O=C(NNC(=O)c1ccc(OCc2nc3ccc(Cl)cc3[nH]2)cc1)Nc1ccc(Cl)c(C(F)(F)F)c1 | 75
109 | COc1ccc(Cc2nnc(SCC(=O)Nc3ccc(C)cc3)n2-c2ccc(C)cc2)cc1 | 113
110 | N#Cc1nc(-c2ccccc2)oc1S(=O)(=O)NCC(c1ccc(Cl)cc1)N1CCCCC1 (stereo unspecified) | 8.2*
111 | NS(=O)(=O)c1ccc(Nc2nc(Nc3ccccc3)nc3n[nH]c(=S)n23)cc1 | 80
112 | C=CCN1C(=O)/C(=C/c2ccc(OC)cc2OC)SC1=Nc1ccc(Cl)c(Cl)c1 | 102
113 | O=C1Nc2ccccc2C1(N1CCCCC1)N1CCCCC1 | 108
114 | NS(=O)(=O)c1cccc(Nc2nc(SCC(=O)c3ccc(-c4ccccc4)cc3)nc3ccccc23)c1 | 97
115 | Cc1cc(N2CCCCC2)cc(C)c1-c1csc(NC(=O)c2ccncc2)n1 | 22
116 | COc1nc2c(=O)[nH]c(N)nc2n1C1OC(CO)C(O)C1O (stereo unspecified) | 124
117 | Nc1nc2c(nc(N3CCOCC3)n2[C@@H]2O[C@H](CO)[C@@H](O)[C@H]2O)c(=O)[nH]1 | 91
118 | CCN1C(=O)N(c2ccccc2)C2Nn3c(s/c(=C4\C(=O)N(C(C)C)c5ccccc54)c3=O)=NC21 (stereo unspecified) | 98
119 | CSc1nc(NC(=O)CN2CCN(c3cc4c(cc3F)c(=O)c(C(=O)O)cn4C3CC3)CC2)cc(=O)[nH]1 | 85
120 | COc1cc(C)cc(-c2nn(CC(N)=O)cc2-c2ccnc(Oc3ccc[n+]([O-])c3)n2)c1 | 107
121 | CCCCn1c(O)c(N=Nc2nc(-c3cc4ccccc4oc3=O)cs2)c2cc(Br)ccc21 | 101
122 | CC(=O)CC(=O)NCc1ccccc1 | 119

Of the compounds above, 6 have a CF3 group.
# | Compound | HL-60(TB)
2 | Cc1cc(C(=O)Nc2ncc(Cc3cccc(C(F)(F)F)c3)s2)c2ccccc2n1 | -34*
42 | N#C/C(=C\c1ccc(C(F)(F)F)cc1)c1cc2ccccc2[nH]1 | 89
43 | COc1ccc(C(=O)/C=C/c2cc(F)cc(C(F)(F)F)c2)cc1S(N)(=O)=O | -4.6*
63 | O=C(NCCNc1nccc(-c2c(-c3ccc(F)cc3)nc3sccn23)n1)c1cccc(C(F)(F)F)c1 | 84
104 | Cc1ccc(C(=O)c2ccc(CC(=O)N=Nc3c(O)[nH]c4ccc(OC(F)(F)F)cc34)n2C)cc1 | 95
108 | O=C(NNC(=O)c1ccc(OCc2nc3ccc(Cl)cc3[nH]2)cc1)Nc1ccc(Cl)c(C(F)(F)F)c1 | 75
